SF1 activator = activates the human nuclear receptor SF-1; CHO-K1 Gal4-SF-1 LBD luciferase reporter; % increase over DMSO SF-1-specific signal; activation, % at 10 µM; hit rate 1.9% among 65,000;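 active means activation above the mean activation of all tested compounds plus 3 SD, cut at about 50% in these data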
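Test system: CHO-K1 cells with Gal4–hSF-1 LBD chimera plus Gal4-driven luciferase; Input: 4,000 cells/well; Compound: 10 µM only; Times: 20 h compound treatment, 37 °C; Measured by: steady-glow luciferase luminescence, read after 15 min reagent incubation; Measure: percent activation versus DMSO; Control set: DMSO and mock-transfected background; Replicates: one test per compound.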
HEK293 NFkB inh = lowers PMA/ionomycin-induced NF-kB signal in HEK293 cells; inhibition, % at 3 µM; HEK-293 NF-kB luciferase reporter, luminescence; hit rate 0.21% among 62,000;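 active means inhibition above the mean of all tested compounds plus 3 SD, cut at about 40% in these data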;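 further: 0% = stimulated DMSO wells and 100% = 10 µM reference inhibitor 5653914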
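Material: HEK-293 cells with stable firefly luciferase reporter driven by four HIV NF-kB elements / Also added: PMA plus ionomycin mix as NF-kB-activating stimulus / Compound dosing: 3 µM once, 0.30% DMSO / Times: 1 h pretreatment, 16 h stimulation, 37 °C / Signal: luminescence / Evaluation: per-plate % inhibition versus controls / Benchmarks: DMSO and 10 µM reference inhibitor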
NADH coupling = blocks coupling enzymes of NAD/NADH assays. coupled PK/LDH NADH assays, four targets. IC50, µM (top dose mostly 10 µM), inactives show at the top dose inhibition. hit rate 0.02% among 65,000;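 active means single-dose screening hits from any of four coupled enzyme assays that gave an IC50 when retested across doses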;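 further: the DPM-DC format reads NADH fluorescence rather than 340 nm absorbance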
M1 agonist = M1 muscarinic receptor agonism; CHO-M1 cells, Fluo-4 calcium fluorescence, agonist mode; stronger effect = higher value; B-score at 10 µM; hit rate 3% among 64,000; AID 626;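 active means fluorescence rise, raw or as B-score row- and column-corrected plate score, outside the 99.7% band of its plate's samples, either direction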
D1 mod = allosterically modulates the human D1 dopamine receptor | P21728 | HEK293 D1, CRE-luciferase, dopamine EC30 potentiation; actives deviate in either direction | B-score at 10 µM | hit rate 5.9% among 58,000 | AID 641;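 active means luminescence count or its row- and column-corrected plate score outside the 99.7% band of the plate's sample wells, on either side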
Target sequence (P21728 whole entry, looked up): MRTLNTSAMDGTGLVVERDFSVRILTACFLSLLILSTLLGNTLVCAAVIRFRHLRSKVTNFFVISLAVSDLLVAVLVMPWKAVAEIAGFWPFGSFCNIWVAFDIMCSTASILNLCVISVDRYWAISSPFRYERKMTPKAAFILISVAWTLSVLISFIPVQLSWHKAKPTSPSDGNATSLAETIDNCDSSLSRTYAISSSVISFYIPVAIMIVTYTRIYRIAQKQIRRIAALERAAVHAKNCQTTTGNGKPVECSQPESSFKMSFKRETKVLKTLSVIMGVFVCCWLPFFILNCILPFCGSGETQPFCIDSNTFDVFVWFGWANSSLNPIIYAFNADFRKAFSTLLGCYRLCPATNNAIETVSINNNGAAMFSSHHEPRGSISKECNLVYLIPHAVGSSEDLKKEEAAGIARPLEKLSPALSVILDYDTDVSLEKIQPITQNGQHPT
tolC growth inh = blocks growth of E. coli BW25113 tolC mutant | hit rate 2.2% among 65,000 | growth inhibition, % at 10 µM (by protocol) | OD615;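 active means growth inhibition at or above a cutoff equal to the mean over every tested compound plus 3 SD, cut at about 60% in these data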;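 further: growth measured after 20 h incubation at 37 °C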
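Material: E. coli BW25113 ΔtolC::kan, tolC deletion mutant strain. Measure: percent growth inhibition. Schedule: 37 °C, 20 h exposure. Doses: single-point testing at 10 µM. Signal: A615 absorbance measurement. Buffer or medium: kanamycin-containing LB broth (50 µg/mL).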
M1 antag = M1 muscarinic receptor (rat) antagonism | hit rate 3.4% among 64,000 | B-score at 10 µM | CHO-M1 cells, Fluo-4 calcium, ACh EC80 antagonist mode; stronger effect = lower value | P08482;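 active means calcium fluorescence response, raw or row-and-column corrected B-score, differing from the plate sample mean either way at a set confidence level, mostly lower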
Target sequence (P08482 whole entry, looked up): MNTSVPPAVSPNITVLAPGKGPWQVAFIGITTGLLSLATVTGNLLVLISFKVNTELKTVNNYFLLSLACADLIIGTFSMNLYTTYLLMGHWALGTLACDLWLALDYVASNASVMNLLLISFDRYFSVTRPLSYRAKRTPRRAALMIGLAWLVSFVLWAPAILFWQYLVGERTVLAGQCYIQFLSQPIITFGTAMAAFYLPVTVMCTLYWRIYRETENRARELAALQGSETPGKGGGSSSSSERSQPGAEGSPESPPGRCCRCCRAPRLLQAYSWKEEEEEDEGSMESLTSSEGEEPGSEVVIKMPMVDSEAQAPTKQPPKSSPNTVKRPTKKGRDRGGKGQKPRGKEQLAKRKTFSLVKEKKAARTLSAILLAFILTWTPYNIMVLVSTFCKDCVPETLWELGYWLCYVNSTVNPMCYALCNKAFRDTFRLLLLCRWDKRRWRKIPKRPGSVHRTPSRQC
Jurkat tox 60K = cytotoxicity toward Jurkat cells; Jurkat E6.1 viability, ATP luminescence, 48 h; inhibition, % at 4 µM; hit rate 1.2% among 56,000;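 active means inhibition above the mean inhibition of all tested compounds plus 3 SD, cut at about 28% in these data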
TNAP act mid DEA = activators of human TNAP at intermediate phosphate acceptor. 64,000 tested, under 10 active. P05186. purified TNAP, CDP-star luminescence, 100 mM DEA, 30 min; stronger effect = higher value; scale: 0 levamisole-inhibited, 1 vehicle-only enzyme. activation factor at 20 µM. AID 813;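 active means activation factor of at least 2 at 20 µM, relative to controls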
* hit, by the source's call; x = not tested or not shown; [ ] = dose if it differs, or a comment. Compounds as they come; any-hit rate near 15%.

1) CC(=O)c1c(N2CCN(C(=O)c3ccco3)CC2)nc(=S)n(-c2ccccc2)c1C
2) Cc1ccc2c(C(=O)CN3CCSCC3)c(C)[nH]c2c1
3) O=C(NCc1ccco1)c1nc2ncccn2n1
4) O=C(Nc1cnccn1)c1cccnc1
5) O=C(COc1ccc(F)c(Cl)c1)c1ccc[nH]1
6) c1cc2c(cc1C1=Nn3c(nnc3C3CCCCC3)SC1)OCO2
7) Cc1nc2sc3c(c2c(=O)[nH]1)CCC3
8) Cc1cc(C)c2[nH]c(=O)c(=O)[nH]c2c1
9) CCn1c(=N)n(CC(=O)C23CC4CC(CC(C4)C2)C3)c2ccccc21
10) O=C(O)c1ccccc1SCc1ccc2c(c1)OCO2

compound no. | 1 | 2 | 3 | 4 | 5 | 6 | 7 | 8 | 9 | 10
SF1 activator | 0 | -5 | 1 | -11 | 11 | -20 | -10 | -8 | -1 | 6
HEK293 NFkB inh | 18 | 8 | 3 | 15 | 16 | x | 10 | 1 | 0 | 13
NADH coupling | 1% | 4% | 4% | 4% | 6% | 1% | 4% | 11% | 3% | 0%
M1 agonist | -0.19 | -0.06 | -1 | -0.71 | -0.41 | 2 | 0.41 | -1.2 | -1.8 | 1.3
D1 mod | 0.07 | -0.37 | 0.09 | -0.24 | 0.44 | 28* | 3.1* | -0.33 | -0.98 | -0.85
tolC growth inh | -17 | -8 | -16 | -22 | 5 | 17 | -8 | -13 | 99* | 14
M1 antag | -0.037 | -0.2 | -0.0028 | -0.35 | 0.02 | 0.91 | 0.061 | 0.022 | -12* | 0.042
Jurkat tox 60K | 4 | 11 | 3 | 2 | 8 | x | 5 | -5 | 4 | -5
TNAP act mid DEA | 0.9 | 0.9 | 0.9 | 0.9 | 0.9 | 0.8 | 1 | 0.9 | 1 | 1

11) COc1ccc(OC)c(-c2cc(C(=O)Nc3cc(C)n(Cc4ccc(Cl)cc4)n3)no2)c1
12) N#CCCNc1ccc(OCCC#N)cc1
13) CCCCCCn1c(SCCOC)nc2c1c(=O)[nH]c(=O)n2C
14) O=C(Nc1ccccn1)N1CCOCC1
15) O=C(COc1ccccc1O)N1CCN(C(=O)c2ccco2)CC1
16) O=C(c1ccco1)N1CCC(c2ccccc2)C1 (configuration not stated)
17) O=C(NCc1ccc2c(c1)OCO2)C1CCCN1C(=O)Nc1ccc(F)cc1 (configuration not stated)
18) CC1=C(C(=O)OCc2ccc3c(c2)OCO3)C(c2ccc(Cl)cc2)NC(=O)N1 (configuration not stated)
19) Cn1c(C(=O)OCC(=O)NCc2cccs2)cc2sccc21
20) CCn1c(SCC(=O)Nc2nc3ccc(OC)cc3s2)nc2c1c(=O)n(C)c(=O)n2C

compound no. | 11 | 12 | 13 | 14 | 15 | 16 | 17 | 18 | 19 | 20
SF1 activator | -11 | -7 | -19 | 3 | -8 | 10 | 12 | -5 | 1 | -9
HEK293 NFkB inh | 23 | 12 | 14 | 21 | 20 | -5 | 2 | 67* | -5 | 16
NADH coupling | 6% | 1% | 3% | 3% | 3% | 6% | 12% | 1% | 7% | 5%
M1 agonist | 0.33 | -0.77 | -0.28 | 0.061 | -0.13 | -0.0063 | 0.3 | -0.25 | 0.37 | 1.4
D1 mod | -0.096 | 0.88 | 9.4* | 0.43 | -0.84 | 0.72 | 0.077 | 0.21 | 0.052 | 1.5
tolC growth inh | 32 | -20 | 10 | -25 | -20 | -2 | -14 | 32 | -10 | 13
M1 antag | 0.56 | 0.3 | 0.17 | 1.1 | 0.11 | 0.14 | 0.65 | 0.58 | 0.14 | -0.45
Jurkat tox 60K | -3 | 1 | 5 | -9 | 3 | 3 | -5 | 78* | 1 | 4
TNAP act mid DEA | 0.9 | 0.9 | 1 | 0.8 | 1 | 1 | 0.9 | 0.9 | 0.8 | 0.9

21) O=S(=O)(NCc1cccnc1)c1ccc(Cl)c(Cl)c1Cl
22) COc1ccc(-c2nc(CN3CCC(C(=O)N4CCc5ccccc54)CC3)c(C)o2)cc1OC
23) CCOC(=O)CSC1=C(C#N)C(c2ccccc2Cl)C(C(=O)OC)C(=O)N1 (configuration not stated)
24) CC1(C(=O)NC2CCCC2)CCC(=O)N1Cc1ccc2c(c1)OCO2 (configuration not stated)
25) COc1cccc(-c2cc(C(F)(F)F)n3ncc(C(=O)O)c3n2)c1
26) COc1cc2cc(C(c3nnnn3C3CCCC3)N3CCCCC3)c(=O)[nH]c2cc1OC (configuration not stated)
27) Clc1ccc2[nH]c3c(NCC4CCCO4)ncnc3c2c1 (configuration not stated)
28) C/C(=N\O)C(=O)C(CN1CCCCC1)CN1CCCCC1
29) C=CCn1c(SCc2ccccc2C#N)nnc1-c1cc(Br)ccc1O
30) CCn1c(Cc2c(C)[nH]c3ccccc23)nnc1SCC(N)=O

compound no. | 21 | 22 | 23 | 24 | 25 | 26 | 27 | 28 | 29 | 30
SF1 activator | -2 | 4 | -12 | -8 | 5 | 13 | 0 | -15 | 19 | 13
HEK293 NFkB inh | -23 | -10 | 10 | 17 | 8 | 23 | 8 | 9 | 16 | 16
NADH coupling | 5% | 2% | 8% | 5% | 3% | 6%[fluoresces] | 9% | 5% | 4% | 8%
M1 agonist | 0.029 | -0.47 | 0.061 | -0.27 | 0.0098 | 0.014 | 7.7* | -0.64 | 1.4 | 0.58
D1 mod | 0.13 | 2.8* | -0.57 | 0.27 | 1.2 | 2 | -2.9 | -0.69 | -1.7 | 0.44
tolC growth inh | -4 | 6 | 5 | -9 | -10 | 22 | 49 | -9 | 38 | -13
M1 antag | -0.51 | -1.2 | -1.3 | 0.47 | -0.99 | -0.98 | -2.3 | -0.34 | -3.8* | 0
Jurkat tox 60K | 1 | -5 | -5 | -3 | -1 | 1 | 15 | 3 | 1 | -7
TNAP act mid DEA | 0.9 | 1 | 0.9 | 1 | 0.9 | 0.9 | 1 | 0.9 | 0.9 | 0.9

31) CC(=O)Oc1c(S(=O)(=O)c2ccc(C)cc2)c(C)nn1C(C)(C)C
32) C/C(Cl)=C/Cn1c(=O)c2c(nc(Br)n2Cc2ccccc2)n(C)c1=O
33) Cc1ccc(NS(=O)(=O)c2cccc(C(=O)OCC(=O)NCc3ccco3)c2)cc1
34) Nn1c(Nc2ccccc2)nc2ccccc21
35) c1cncc(Nc2nc(-c3cccs3)cs2)c1
36) CN(C)c1ccc(NC(=O)Cn2ncn3c(cc4ccccc43)c2=O)cc1
37) CCCCn1nnnc1SCC(=O)N1CCN(C(=O)c2ccco2)CC1
38) Cc1cc(C)c(S(=O)(=O)n2nc(C)c(Br)c2C)c(C)c1
39) CC(C)N=C(NC#N)SCc1ccccc1F
40) COc1ccc(NC(C)=O)cc1NC(=O)CN1CCN(CC(=O)Nc2ccccc2Cl)CC1

compound no. | 31 | 32 | 33 | 34 | 35 | 36 | 37 | 38 | 39 | 40
SF1 activator | -6 | -10 | 2 | 42 | 76* | 6 | -6 | 7 | -9 | 18
HEK293 NFkB inh | -8 | 9 | 24 | -7 | -15 | 12 | -1 | 6 | 8 | -8
NADH coupling | 6% | 7% | 4% | 1% | 3% | 6% | 6% | 3% | 6% | 4%
M1 agonist | 3.5 | 1.1 | -0.56 | -0.24 | -1.4 | -0.55 | 0.053 | -0.2 | -0.44 | 4*
D1 mod | -0.038 | 4.8* | -1.6 | -0.072 | 3 | -0.37 | 0.56 | 0.4 | 2.4 | -1.2
tolC growth inh | -4 | 3 | 16 | -20 | 14 | 1 | -21 | -8 | -6 | 2
M1 antag | 2.3* | 0.53 | -0.52 | -0.2 | 0.26 | -0.025 | 0.42 | 0.53 | 1 | -0.035
Jurkat tox 60K | -8 | 5 | -4 | 0 | 2 | -7 | -7 | -1 | -8 | 5
TNAP act mid DEA | 1 | 0.9 | 1 | 0.9 | 1 | 1 | 0.9 | 0.9 | 0.9 | 0.9

41) COc1ccccc1OCC(=O)NCCc1nc2ccccc2[nH]1
42) Fc1cnc(N2CCN(c3ccccc3)CC2)nc1N1CCN(c2ccccc2)CC1
43) CCCn1nnnc1SCC(=O)NCc1ccccc1
44) CC(CC1C(C#N)=C(N)SC(N)=C1C#N)c1ccccc1 (configuration not stated)
45) Cc1cccn2c(=O)c3cc(C(=O)NCc4ccco4)c(=N)n(CCc4ccccc4)c3nc12
46) CCOc1ccc(S(=O)(=O)N2CCCCC2)c2ccccc12
47) COc1ccc2oc(=O)c(C(=O)N3CCN(c4ccc(F)cc4)CC3)cc2c1
48) Cc1ccc(N2CCN(S(=O)(=O)N(C)C)CC2)cc1Cl
49) Cc1ccc(Cl)c2c1NC(=O)C2(O)CC(=O)c1ccccc1O (configuration not stated)
50) CCOC(=O)c1cnc(SCC(=O)Nc2nc(C)c(C)s2)nc1N

compound no. | 41 | 42 | 43 | 44 | 45 | 46 | 47 | 48 | 49 | 50
SF1 activator | 12 | -4 | -9 | 5 | -11 | -4 | -8 | -11 | 6 | -8
HEK293 NFkB inh | 6 | 12 | 10 | 4 | 29 | -1 | 8 | 3 | 0 | 4
NADH coupling | 2% | 4% | 7% | 9% | 14%[fluoresces] | 5% | 4% | 2% | 9% | 5%
M1 agonist | -0.25 | 0.13 | -0.012 | -0.94 | 5.3* | 0.021 | -0.3 | 0.24 | 0.72 | 0.016
D1 mod | 0.052 | 0.29 | -0.016 | 0.17 | -0.79 | 0.88 | 0.17 | 0.58 | -0.74 | 1.1
tolC growth inh | -12 | 8 | -17 | 9 | 65* | 11 | 0 | -15 | 0 | 33
M1 antag | 0.27 | 0.46 | -0.0089 | 0.13 | -6.2* | -0.58 | -0.14 | -0.04 | 0.14 | -0.23
Jurkat tox 60K | 2 | -3 | 0 | -4 | 16 | 0 | 4 | -5 | -6 | 5
TNAP act mid DEA | 0.9 | x | 0.9 | 0.9 | 0.9 | 0.9 | 0.9 | 0.8 | 0.9 | 0.9

Whole records, looked up by structure.
Listed for Cc1ccc(Cl)c2c1NC(=O)C2(O)CC(=O)c1ccccc1O (configuration not stated) = SF1 activator = 6; HEK293 NFkB inh = 0; NADH coupling = 9%; M1 agonist = 0.72; D1 mod = -0.74; tolC growth inh = 0; M1 antag = 0.14; Jurkat tox 60K = -6; TNAP act mid DEA = 0.9
Listed for CCOC(=O)c1cnc(SCC(=O)Nc2nc(C)c(C)s2)nc1N = SF1 activator = -8; HEK293 NFkB inh = 4; NADH coupling = 5%; M1 agonist = 0.016; D1 mod = 1.1; tolC growth inh = 33; M1 antag = -0.23; Jurkat tox 60K = 5; TNAP act mid DEA = 0.9

The list continues.
51) COc1ccc(CCNC(=O)C2CCCN(c3nn4c(=O)cc(C)nc4s3)C2)cc1OC (configuration not stated)
52) COC(=O)Nc1ccc(S(=O)(=O)N(C)CC(F)(F)C(F)F)cc1
53) Cc1nn(-c2ccccc2)c(CC(C)(C)C(=O)O)c1C(=O)O
54) Cc1cc(=O)[nH]c(Nc2c(C)n(C)n(-c3ccccc3)c2=O)n1

compound no. | 51 | 52 | 53 | 54
SF1 activator | -7 | 10 | 7 | 11
HEK293 NFkB inh | 12 | 3 | 3 | 14
NADH coupling | 3% | 4% | 3% | 1%
M1 agonist | 0.24 | -0.11 | -1.3 | -0.45
D1 mod | -1.1 | 0.11 | 0.079 | -1.2
tolC growth inh | -10 | 0 | 0 | -6
M1 antag | 0.092 | 0.47 | -1 | 1.3
Jurkat tox 60K | -1 | -1 | -4 | 2
TNAP act mid DEA | 0.9 | 1 | 0.9 | 1
